RGS4 inh: blocks human RGS4-accelerated GTP hydrolysis; P49798; Transcreener GDP fluorescence polarization, RGS4-accelerated GTP hydrolysis; Potency, µM (series often up to 114 µM), without a hit: at the top dose activity change, negative = inhibition, usual class: inhibitors; actives 0.039% (n = 390,000); further: on the % scale 0 is the no-effect control and ±100 the full control effect; nearly all actives have a fitted effect of over 75% in size; some results filed as inactive show a strong effect at the top dose
Target sequence (P49798 whole entry, looked up): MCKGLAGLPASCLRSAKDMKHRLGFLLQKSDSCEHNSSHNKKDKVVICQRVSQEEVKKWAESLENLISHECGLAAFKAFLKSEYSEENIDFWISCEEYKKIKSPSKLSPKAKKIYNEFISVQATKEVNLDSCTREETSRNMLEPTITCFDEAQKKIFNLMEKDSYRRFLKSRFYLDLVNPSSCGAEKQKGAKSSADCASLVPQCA
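MLSMR compounds (23 nl, pin-transferred) preincubated 10 min at room temperature with a 500nM (2x) first reagent, then RGS4 at 900nM (2x) plus Transcreener GDP mix added; fluorescence polarization (620/688 nm) read before and after 90 min at 30 °C.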
Vif-A3G inh: Vif-A3G binding inhibition; Q9HC16; actives 0.076% (n = 410,000); AID 602310; HeLa A3G-eYFP + Vif (tagged APOBEC3G with the HIV-1 protein that degrades it), YFP fluorescence, overnight; Potency, µM (series often up to 46.1 µM), inactives show top-dose activity, negative = active, actives largely listed as inhibitors;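 further: on the % scale 0 is the no-effect control and ±100 the full control effect; nearly all actives have a fitted effect of over 60% in size; hits raise eYFP signal because A3G escapes Vif-driven loss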
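HeLa cells stably expressing Vif and C-terminally eYFP-tagged A3G, seeded overnight at 37 deg C, then exposed to compound by pintool overnight at 37 deg C. Rise in yellow fluorescence (Ex 488/Em 500-530, Acumen) marks blocked Vif-driven A3G degradation.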
TrxR1 substrate: rat thioredoxin reductase 1 substrate activity; Potency, µM (top dose mostly 114 µM), inactives show at the top dose activity change, negative = substrate turnover; actives 0.01% (n = 390,000); AID 588456; O89049; purified TrxR1 substrate turnover, NADPH consumption readout; further: on the % scale 0 is the no-effect control and ±100 the full control effect; nearly all actives have a fitted effect of over 50% in size
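Rat TrxR1, dispensed at 90 nM, was prereduced with 400 uM NADPH (final) for 5 min at ~22 deg C, then incubated with compound 15 min before 400 uM selenite. A first-read NADPH fluorescence drop versus no-compound background flagged substrates.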
Vif-A3F inh: inhibitors of Vif-A3F interaction; Potency, µM (titrated, usually from 46.1 µM), for inactives: at the highest dose activity, negative = active; AID 602313; HeLa A3F-eYFP + Vif (tagged APOBEC3F with the HIV-1 protein that degrades it), YFP fluorescence increase; actives 0.2% (n = 390,000); further: % of control where 0% means no effect; nearly all actives have a fitted effect of over 65% in size
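HeLa cells stably expressing A3F-eYFP plus Vif, plated and incubated overnight at 37 deg C, then exposed to compounds overnight at 37 deg C. Blocked degradation read as raised yellow fluorescence (Ex 488/Em 500-530).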
12-LOX inh: blocks human arachidonate 12S-lipoxygenase; P18054; purified 12hLO, xylenol orange hydroperoxide absorbance; Potency, µM (top dose mostly 108 µM), without a hit: top-dose activity change, negative = inhibition, most hits filed as inhibitors; actives 1.1% (n = 580,000); further: on the % scale 0 is the no-effect control and ±100 the full control effect
Target sequence (P18054 whole entry, looked up): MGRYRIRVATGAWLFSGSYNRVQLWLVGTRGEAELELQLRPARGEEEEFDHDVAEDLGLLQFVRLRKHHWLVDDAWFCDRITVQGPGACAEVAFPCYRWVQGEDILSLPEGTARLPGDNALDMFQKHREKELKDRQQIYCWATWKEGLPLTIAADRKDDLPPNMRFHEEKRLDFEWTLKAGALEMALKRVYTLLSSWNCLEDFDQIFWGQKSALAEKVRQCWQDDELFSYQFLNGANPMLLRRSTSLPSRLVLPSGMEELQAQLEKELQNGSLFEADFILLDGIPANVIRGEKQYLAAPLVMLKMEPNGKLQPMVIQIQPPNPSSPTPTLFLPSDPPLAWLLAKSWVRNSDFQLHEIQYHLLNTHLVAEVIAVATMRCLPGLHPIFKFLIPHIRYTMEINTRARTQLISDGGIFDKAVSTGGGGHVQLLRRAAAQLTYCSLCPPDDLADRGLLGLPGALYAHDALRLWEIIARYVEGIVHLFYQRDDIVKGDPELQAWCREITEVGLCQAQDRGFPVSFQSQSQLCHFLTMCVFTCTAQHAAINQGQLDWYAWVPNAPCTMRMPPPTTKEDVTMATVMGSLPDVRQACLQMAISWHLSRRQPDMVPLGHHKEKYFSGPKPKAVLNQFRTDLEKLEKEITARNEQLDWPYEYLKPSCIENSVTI
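Hydroperoxide product was detected by ferrous iron/xylenol orange as the 573 to 405 nm absorbance ratio. Arachidonic acid at 40 uM (final) was turned over for 30 min at room temperature by 150 nM human 12hLO, pH 7.0 Hepes buffer, after 15 min compound preincubation.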
TrxR1 inh: rat TrxR1 inhibition. O89049. recombinant rTrxR1, NADPH fluorescence consumption, selenite substrate. Potency, µM (titrated, usually from 114 µM), for the others: at the highest dose activity change, negative = inhibition, hits mostly inhibitors. actives 1% (n = 390,000); further: on the % scale 0 is the no-effect control and ±100 the full control effect; nearly all actives have a fitted effect of over 65% in size
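Rat TrxR1 (90 nM in the dispensed reagent) was pre-reduced with 400 uM NADPH for 5 min at room temperature, then incubated with compound for 15 min. After 400 uM selenite was added, NADPH fluorescence (Ex 340/Em 450 nm) was followed for 8 min.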
USP1-UAF1 inh: blocks the human USP1/UAF1 deubiquitinase complex. AID 743255. actives 0.23% (n = 390,000). recombinant USP1/UAF1, Ub-Rhodamine cleavage fluorescence. Potency, µM (titrated, usually from 57.1 µM), inactives show at the top dose activity change, negative = inhibition, actives largely listed as inhibitors; further: on the % scale 0 is the no-effect control and ±100 the full control effect; nearly all actives have a fitted effect of over 60% in size; inactives centre near -12
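In this screen, compounds sit with the deubiquitinase complex (1nM) for 15 min at room temperature before Ub-Rho is added at 150nM final. Fluorescence rise is then followed for 6 reads every 60 seconds.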
mIDH1 inhibitor: blocks human mutant IDH1 R132H enzyme | O75874 | IDH1-R132H enzyme, NADPH consumption, diaphorase/resazurin fluorescence | Potency, µM (top dose mostly 76.6 µM), inactives show at the highest dose activity change, negative = inhibition, actives largely listed as inhibitors | actives 0.093% (n = 390,000); further: on the % scale 0 is the no-effect control and ±100 the full control effect; nearly all actives have a fitted effect of over 65% in size
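IDH1-R132H (0.5 ug/mL dispensed) in pH 7.5 Tris buffer was preincubated 30 min with compound, then given a substrate mix of 0.016 mM NADPH and 2 mM alpha-KG for 80 min at room temperature; remaining NADPH was read by diaphorase/resazurin fluorescence.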
RXFP1 agonist: agonists of human relaxin receptor RXFP1; HEK293T-RXFP1 cAMP TR-FRET, 30 min; response scale: percent of porcine relaxin response, buffer zero; Potency, µM (series often up to 57.5 µM), without a hit: at the top dose activation, hits mostly activators; actives 0.3% (n = 370,000); AID 2676; further: on the % scale 0 is the no-effect control and ±100 the full control effect; nearly all actives have a fitted effect of over 60% in size; many of its hits are not listed in these tables
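cAMP rise read by TR-FRET after 30 min, 37C compound exposure (up to 58 uM) in RXFP1-transfected HEK293 cells with Ro 20174 present. EC50 from Hill-equation fits, with 29 nM porcine relaxin as 100% and buffer as basal.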
* = called active by the depositor; ? = inconclusive; · = no result given; & = joins results of further samples; [ ] = remark or other dose. The call rests on the fitted dose curve; in most records, active means well fitted curve in the direction sought with a large enough effect; inconclusive means small, poorly fitted or top-dose-only effect, or another doubt; inactive means no such curve, though single readings can be large; an effect the other way counts as inactive or inconclusive. Potency means the concentration at half of the fitted maximal effect.

SMILES	RGS4 inh	Vif-A3G inh	TrxR1 substrate	Vif-A3F inh	12-LOX inh	TrxR1 inh	USP1-UAF1 inh	mIDH1 inhibitor	RXFP1 agonist
COc1ccc(Nc2ncc3c(n2)CCN(Cc2cccc(F)c2F)C3)c(OC)c1	7.7%	·	-2.0%[57.1 µM]	·	-12.7%	6.1%[57.1 µM]	8.5%	·	1.0%
O=C1NCCCC1C(=O)Nc1ccccn1 (stereo not given)	-8.9%	1.5%	3.8%	1.6%	0.0%	-3.8%	-4.2%	5.2%	0.3%
COc1cccc(NC(=O)Cn2c(=O)n(CC(=O)NCc3ccc(C)cc3)c(=O)c3sccc32)c1	6.4%	-0.6%	-6.2%	-11.5%	?	5.9%	-6.8%	32.6%	22.5%
CCOC(=O)C1CCN(C(=O)c2cc(S(=O)(=O)N3CCOCC3)ccc2C)CC1	-1.9%	0.5%	4.6%	-6.9%	1.4%	17.0%	-4.5%	1.5%	0.5%
COc1ccc(/C=N/N2CCN(c3ccncc3S(=O)(=O)N3CCCCC3)CC2)cc1	-4.0%	1.6%	4.7%	-13.4%	-20.5%	11.1%[57.1 µM]	-6.0%	6.1%	-1.5%
CC(C)(C)NC(=O)c1ccc2nccnc2c1	28.6%	1.4%	-9.5%	5.4%	0.0%	-8.3%	-14.4%	9.3%	2.8%
COc1ccc(CCNC(=O)CCCCn2c(=O)c3ccccc3n(CC(=O)Nc3ccccc3C)c2=O)cc1OC	-9.5%	0.4%	1.0%	-0.3%	-25.2%	23.1%	-29.5%	-13.4%	6.7%
CC(C)(C)c1nnc(NC(=O)COc2ccc3c(c2)OCO3)s1	6.0%	-10.6%	-8.2%	-8.2%	?	3.2%	-7.0%	9.9%	-1.9%
COc1ccc(CNC(=O)C2CCCN(S(=O)(=O)c3ccc(-n4cnnn4)cc3)C2)cc1 (stereo not given)	-16.5%	3.5%	5.2%	9.8%	-1.1%	11.1%	-18.9%	1.4%	1.1%
CCC1Nc2ncnc(N3CCCCC3)c2N(Cc2ccc(OC)cc2)C1=O (stereo not given)	-10.6%	-1.5%&-6.6%	-3.5%[57.1 µM]	-3.0%	-11.9%&-28.6%	-10.3%[57.1 µM]	-20.5%	-10.8%	·
O=S(=O)(c1cc(Cl)cc(Cl)c1)N1CCN(c2nc(-c3cccs3)nc3ccccc23)CC1	-4.6%	1.6%	22.7%	·	·	25.7%	·	·	·
Cc1cc(-c2csc(NC(=O)c3cc4ccccc4o3)n2)c(C)n1C	-27.3%	6.3%	3.7%[57.1 µM]	-0.2%	0.0%	-15.8%[57.1 µM]	-25.3%	-6.4%	-1.5%
O=C(NCCN1CCN(C(=O)c2c(F)cccc2F)CC1)C(=O)Nc1ccc(Cl)cc1	0.3%	0.7%	-12.7%	4.0%	-0.9%	-17.7%	-17.4%	5.0%	-0.2%
CN(CC(=O)Nc1cccc2ccccc12)C(=O)/C=C/c1cccs1	2.2%	-12.9%	10.3%	3.4%	-17.1%	15.1%	-19.7%	4.7%	0.0%
Cc1ccc(-n2c(C)cc(/C=N/NC(=O)CN(c3ccc(C)cc3C)S(C)(=O)=O)c2C)cc1	?	-9.6%	12.9%[57.1 µM]	-11.8%	58.8%[activator]	41.3%[activator][57.1 µM]	-16.3%	-3.3%	1.9%
O=C(c1ccc2nc[nH]c2c1)N1CCN(S(=O)(=O)c2cccc(F)c2)CC1	-13.9%	0.9%	7.1%[57.1 µM]	-6.6%	6.9%	19.3%[57.1 µM]	-10.2%	-2.7%	-0.3%
Cn1cccc1CNC(=S)Nc1ccccc1Cl	18.1%	-7.8%	3.3%	-5.6%	-8.7%	12.6%	-5.1%	7.1%	-0.9%
CCN(CC(=O)Nc1c(F)cccc1F)C(=O)c1cc(C)nc2ccccc12	3.0%	-5.2%	-4.8%	9.0%	-13.6%	-7.0%	-17.3%	1.5%	0.0%
O=C1CC2CC1C(C(=O)O)C2C(=O)O (stereo not given)	-4.6%	-0.3%	0.2%[11.4 µM]	1.2%	?	-3.5%[11.4 µM]	-13.2%	-5.0%	·
Cc1cc(NS(=O)(=O)c2ccc(NC(=O)c3ccccc3C)cc2)no1	9.5%	1.5%	-3.4%	-11.5%	3.0%	11.2%[57.1 µM]	-7.4%	3.3%	2.5%
Cc1ccc(NC2=NCC(=O)N2Cc2ccccc2)c(C)c1	-2.1%	3.7%	5.6%	-6.7%	?	19.2%	-21.9%	1.2%	-2.9%
COc1ccc(-c2nnn(CC(=O)Nc3ccc4c(c3)OCCO4)n2)cc1OC	15.0%	0.7%	4.4%	-8.6%	·	13.6%	-3.2%	-8.9%	-1.4%
COc1ccccc1C(=O)NC1=NC(c2ccc(Br)cc2)CC(=O)N1 (stereo not given)	-13.1%	-0.1%	23.9%	-1.0%	0.5%	24.4%	-3.4%	-9.2%	5.0%
CCN(CC)C(=O)CN(C#N)c1nc(NC(C)C)nc(NC(C)C)n1	-14.8%	0.3%	2.7%	-1.1%	-28.8%	4.5%	-22.1%	1.7%	3.6%
CCOC(=O)C1=C(COC(=O)c2nc(Cl)ccc2Cl)NC(=O)NC1C (stereo not given)	4.7%	2.9%	-0.5%	8.8%	-21.9%	6.4%	-15.6%	-2.8%	1.5%

3 of the entries above in order of their number in mIDH1 inhibitor, descending.
structure,RGS4 inh,TrxR1 substrate,Vif-A3F inh,12-LOX inh,TrxR1 inh,USP1-UAF1 inh,mIDH1 inhibitor,RXFP1 agonist
CC(C)(C)c1nnc(NC(=O)COc2ccc3c(c2)OCO3)s1,6.0%,-8.2%,-8.2%,?,3.2%,-7.0%,9.9%,-1.9%
Cn1cccc1CNC(=S)Nc1ccccc1Cl,18.1%,3.3%,-5.6%,-8.7%,12.6%,-5.1%,7.1%,-0.9%
Cc1cc(-c2csc(NC(=O)c3cc4ccccc4o3)n2)c(C)n1C,-27.3%,3.7%[57.1 µM],-0.2%,0.0%,-15.8%[57.1 µM],-25.3%,-6.4%,-1.5%

Additional results follow.
SMILES	RGS4 inh	Vif-A3G inh	TrxR1 substrate	Vif-A3F inh	12-LOX inh	TrxR1 inh	USP1-UAF1 inh	mIDH1 inhibitor	RXFP1 agonist
CC(C)(C)C(=O)Nc1cc(-c2cccc(Br)c2)nn1-c1ccccc1	-11.1%	2.8%	-1.3%[57.1 µM]	-1.2%	-27.2%	15.1%[57.1 µM]	?	5.4%	?
Cc1[nH]c(C)c(S(=O)(=O)N2CCc3ccccc32)c1C(=O)N1CCCCC1	-8.2%	1.1%	3.1%	1.2%	1.0%	23.1%	-29.5%	-6.3%	1.1%
O=C(O)c1ccc(-c2cccc(Cl)c2)o1	5.8%	1.6%	8.9%	-7.2%	-21.5%	2.1%	-1.0%	6.4%	·
COc1cc(S(=O)(=O)n2nc(C)cc2C)ccc1Cl	1.3%	-4.1%	3.9%	-1.3%	2.3%	16.1%	-24.8%	-8.4%	1.0%
CC(=O)N1CCCN(C(=O)c2ccc3nc(Cc4cccc(Cl)c4)oc3c2)CC1	16.1%	-6.0%	5.7%	3.3%	0.4%	13.4%	-4.1%	4.2%	-2.5%
CC(=O)Nc1ccc2nc(-c3ccccc3)cn2c1	7.9%	-0.2%	85.2%[activator]	8.9%	-7.5%	-11.3%	0.4%	6.1%	6.1%
CCN(CC)CCN(C(=O)CCOc1ccccc1)c1nc2ccc(F)cc2s1	1.9%	1.3%	-4.0%	6.6%	-28.5%	?	-17.1%	-2.6%	5.0%
CC(=O)Nc1ccc(S(=O)(=O)N2CCC(C(=O)NCCc3ccc(Cl)cc3)CC2)cc1	-7.5%	-3.3%	0.2%[57.1 µM]	-8.4%	0.0%	-1.2%[57.1 µM]	-3.2%	-2.8%	0.6%
CCSc1ncc(Cl)c(C(=O)Nc2nc3ccc(S(C)(=O)=O)cc3s2)n1	5.7%	·	0.8%	·	-15.4%	-12.5%	-21.6%	·	-0.9%
Clc1ccc(-c2noc3ncnc(NC4CCCCC4)c23)cc1	6.6%	-1.3%	-3.0%	1.4%	-17.2%	5.8%	-15.3%	-8.3%	-1.5%
O=C1OC(c2ccccc2)(c2cc(Br)c(O)c(Br)c2)c2ccccc21 (stereo not given)	-12.2%	0.0%	4.8%[57.1 µM]	-14.8%	?	12.9%	-10.1%	4.5%	·
O=C1C2CCCCC2C(=O)N1c1ccc(S(=O)(=O)Nc2ncccn2)cc1 (stereo not given)	2.5%	-3.6%	2.5%	-3.3%	?	10.5%	-0.1%	-2.6%	-0.3%
Cc1cccc(S(=O)(=O)c2c(C)cc(C)[nH]c2=O)c1	1.1%	2.7%	-6.5%	3.7%	8.3%	-16.7%	-30.9%	-6.8%	-0.3%
CCC(CC)C(=O)NCCc1cc2c(OC)ccc(OC)c2[nH]c1=O	-28.5%	-0.7%	6.4%[57.1 µM]	-11.4%	19.4%	-3.6%[57.1 µM]	2.6%	4.7%	2.8%
CC(=O)N1c2ccc(S(=O)(=O)N3CCCC(C(=O)Nc4cccc(Cl)c4)C3)cc2CC1C (stereo not given)	6.3%	2.1%	-0.9%	0.2%	-19.9%	21.7%	-9.9%	0.0%	-1.2%
c1ccc(CCc2ccccn2)cc1	49.0%	-0.2%	9.9%[57.1 µM]	-18.2%	-2.4%	2.7%[57.1 µM]	-4.1%	0.0%	·
C=CCOc1ccc(/C=C/C(=O)OCC(=O)N(C)CC(=O)Nc2ccccc2Cl)cc1	-2.1%	-2.7%	-5.8%	1.4%	-16.6%	-2.2%	?	3.6%	2.3%

A portion of the library; the hit share may differ from the screen's.
